# D2 potentiator: HTS Assay for Positive Allosteric Modulators of the Human D2 Dopamine Receptor: Primary Screen for Potentiators. D(2) dopamine receptor (Homo sapiens), P14416. HEK293 T-REx D2, calcium flux, EC20 dopamine potentiation. potentiation, % at 10 µM. hit rate 0.34% among 340,000. AID 485347, 2010;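 active means potentiation over 3 SD above the plate norm, cut at about 30% in these data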; further: 0% is about no effect
#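 Cells plated with tetracycline inducer and held overnight at 30 C; calcium dye loaded 30–90 min at room temperature; baseline taken, compound added and read 180 s; EC20 dopamine then added and read 180 s.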
# D1 antag: Antagonist of Human D 1 Dopamine Receptor: qHTS; D(1A) dopamine receptor (Homo sapiens), P21728; HEK293 TREx D1 cells, calcium flux, dopamine EC80; stronger effect = lower value; activity change, negative = inhibition, % at 10 µM; hit rate 3.2% among 360,000; in the data active means activity change below about -30%; further: on the % scale 0 is the no-effect control and ±100 the full control effect
# Target sequence (P21728 whole entry, looked up): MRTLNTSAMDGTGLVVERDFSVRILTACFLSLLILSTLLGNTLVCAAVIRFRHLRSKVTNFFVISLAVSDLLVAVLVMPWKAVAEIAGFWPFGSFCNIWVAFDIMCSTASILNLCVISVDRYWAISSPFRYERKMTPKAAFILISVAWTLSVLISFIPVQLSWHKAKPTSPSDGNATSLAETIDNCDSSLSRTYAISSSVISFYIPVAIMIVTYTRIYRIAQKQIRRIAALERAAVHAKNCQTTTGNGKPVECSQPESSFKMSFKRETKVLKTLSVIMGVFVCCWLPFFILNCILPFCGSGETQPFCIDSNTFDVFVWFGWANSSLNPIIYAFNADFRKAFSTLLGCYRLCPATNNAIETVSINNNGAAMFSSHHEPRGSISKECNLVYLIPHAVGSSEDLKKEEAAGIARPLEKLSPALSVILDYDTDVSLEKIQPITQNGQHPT
#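 Compound effects on dopamine-evoked calcium signalling were measured in tetracycline-induced HEK293 Trex D1 cells. Dopamine at EC80 followed a 180 s compound pre-read, and fluorescence was tracked kinetically for 180 s more.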
# D1 agonist: Allosteric Agonists of the Human D1 Dopamine Receptor: qHTS; HEK293 T-REx D1 cells, calcium flux, agonist mode; AID 504660, 2011; activation, % at 2 µM; D(1A) dopamine receptor (Homo sapiens), P21728; hit rate 1% among 360,000; further: 0% is about no effect
#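 Inducible HEK293 T-REx D1 cells, force-coupled to calcium signalling, were plated at 4000 cells/well with tetracycline and held overnight at 30 C. After no-wash calcium dye loading, compound-evoked calcium rise over 180 s flagged agonists.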
# D2 agonist: HTS Assay for Allosteric Agonists of the Human D2 Dopamine Receptor: Primary Screen for Agonists. HEK293 T-REx D2 cells, calcium flux agonist mode. D(2) dopamine receptor (Homo sapiens), P14416. activation, % at 2 µM. AID 485358, 2010. hit rate 0.53% among 340,000;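 active means activation over 3 SD above normal in the single-dose calcium agonist read, cut at about 30% in these data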; further: 0% is about no effect
#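 Agonism scored from kinetic calcium signal (1 read/sec, 180 s) following compound pin transfer, after a 10 s baseline. Cells: HEK293 Trex line expressing inducible D2 receptor coupled to calcium, dye-loaded after overnight culture at 30 C.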
# TRHR enhancer: qHTS for Small Molecule Agonists and Allosteric Enhancers of Human TRH Receptor: Primary Screen for Enhancers; enhancement, % at 2 µM; hit rate 0.66% among 360,000; TRHR cells, fluo-8 calcium fluorescence, EC20 TRH enhancement; Thyrotropin-releasing hormone receptor (Homo sapiens), P34981; AID 493056, 2011; in the data active means enhancement above about 30%; further: 0% is about no effect
# Target sequence (P34981 whole entry, looked up): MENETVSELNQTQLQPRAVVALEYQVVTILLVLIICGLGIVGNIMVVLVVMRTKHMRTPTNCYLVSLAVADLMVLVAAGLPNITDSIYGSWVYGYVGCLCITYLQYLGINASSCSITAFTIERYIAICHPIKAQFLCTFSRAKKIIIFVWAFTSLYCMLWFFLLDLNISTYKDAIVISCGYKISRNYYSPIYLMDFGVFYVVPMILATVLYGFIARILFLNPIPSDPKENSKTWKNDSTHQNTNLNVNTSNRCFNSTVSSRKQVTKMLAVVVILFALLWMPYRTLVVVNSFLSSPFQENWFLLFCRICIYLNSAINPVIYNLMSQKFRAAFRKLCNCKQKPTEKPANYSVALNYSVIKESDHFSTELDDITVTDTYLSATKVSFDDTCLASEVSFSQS
#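 TRHR-expressing cells loaded with fluo-8 calcium dye were read kinetically (ex 480/em 530) during compound addition, then stimulated with an EC20 of TRH (10 nM final). Enhancement of the Gq-mediated intracellular calcium response was scored.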
# D1 potentiator: Potentiators of Human D1 Dopamine Receptor: qHTS; D(1A) dopamine receptor (Homo sapiens), P21728; HEK293 TREx D1 cells, calcium flux, dopamine EC20 potentiation; potentiation, % at 10 µM; hit rate 0.036% among 360,000; AID 504651, 2011; in the data active means potentiation above about 30%; further: 0% is about no effect
# RXFP1 antag: qHTS Assay for Antagonists of the Relaxin Receptor RXFP1 | Relaxin receptor 1 (Homo sapiens), Q9HBX9 | HEK293-RXFP1, relaxin-stimulated cAMP HTRF, 30 min; stronger effect = lower value | activity change, negative = inhibition, % at 57.5 µM | hit rate 0.59% among 350,000;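 active means activity change of -60% or lower, but not beyond a set lower limit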; further: on the % scale 0 is the no-effect control and ±100 the full control effect
# D2 antagonist: HTS Assay for Allosteric Antagonists of the Human D2 Dopamine Receptor: Primary Screen for Antagonists | D(2) dopamine receptor (Homo sapiens), P14416 | AID 485344, 2010 | inhibition, % at 10 µM | hit rate 2% among 340,000 | HEK293 TREx D2 cells, calcium flux, dopamine EC80; in the data active means inhibition above about 30%; further: 0% is about no effect
#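 Calcium flux kinetic readout in an inducible HEK293 TREx D2 line plated overnight at 30 C. After 180 s compound exposure, an EC80 dopamine challenge follows with another 180 s kinetic read to detect antagonism.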
# TRHR ag: qHTS for Small Molecule Agonists and Allosteric Enhancers of Human TRH Receptor: Primary Screen for Agonists; AID 493084, 2011; activation, % at 2 µM; TRHR cells, calcium flux fluo-8, FDSS agonist mode; hit rate 0.18% among 360,000; further: 0% is about no effect
#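 Read-out: compound-evoked intracellular calcium rise in TRHR cells, fluo-8 dye, kinetic FDSS fluorescence at 1 s/cycle following a 10-cycle baseline. Cells cultured overnight before dye loading (30 min–1.5 h, RT).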
# Starred values were filed as active, the others as inactive; . = no result given. Unless noted, no stated cut-off is given here; in the data, active means activation above about 30%; inactive means the rest.
(1) CN(C)c1cccc(C(=O)NCCCn2ccc3ccccc32)c1
(2) CN(C)c1ccc(CNS(=O)(=O)c2ccc3[nH]c4c(c3c2)CCCCC4)cc1
(3) CN(C(=O)c1cc(S(=O)(=O)N2CCc3ccccc32)cn1C)C1CCCCC1
(4) O=C1CC(N2CCOCC2)C(=O)N1c1ccc2c(c1)OCO2 (stereo not drawn)
(5) COc1ccccc1NC(=O)c1ccccc1-c1ccccc1C(=O)O

entry no.	1	2	3	4	5
D2 potentiator	-1	-5	12	6	.
D1 antag	4	-3	-54*	1	33
D1 agonist	2	4	3	1	-1
D2 agonist	-0.3	-1.7	0.0	0.5	-3.1
TRHR enhancer	-1	-3	0	-3	1
D1 potentiator	-12	-1	1	-2	3
RXFP1 antag	1	.	-103*	-1	2
D2 antagonist	13	.	24	-10	-1
TRHR ag	-1.8	-0.8	0.0	1.0	0.6

(6) COc1ccc(CCNc2nnc(Sc3nnnn3-c3ccccc3)s2)cc1OC
(7) CCCSc1ccc([C@@H]2[C@@H]3C(=O)N(C)C(=O)[C@@H]3[C@]3(C(=O)OC)CCCN23)cc1OC
(8) CN(C)CCCN(C(=O)c1ccc(Br)s1)c1nc2cc3c(cc2s1)OCO3
(9) COc1cc2c(cc1NC(=O)CSc1nnnn1-c1ccccc1)oc1ccccc12
(10) CN1CCN(CC(=O)Nc2c(C(=O)c3ccccc3)oc3ccccc23)CC1

entry no.	6	7	8	9	10
D2 potentiator	6	0	-8	0	-15
D1 antag	-53*	-2	-5	-1	4
D1 agonist	3	1	11	3	8
D2 agonist	-1.1	-0.4	0.3	0.2	1.6
TRHR enhancer	18	0	3	5	6
D1 potentiator	-6	-6	-6	-9	-1
RXFP1 antag	-5	.	-9	-13	-23
D2 antagonist	-1	-8	14	-6	5
TRHR ag	-0.5	0.4	0.7	0.1	1.0

(11) COc1c(F)c(F)c(C(=O)Nc2ccc(N3CCN(C(C)=O)CC3)c(Cl)c2)c(F)c1F
(12) CC(C)N(C(=O)CSc1ccc(S(=O)(=O)N2CCCCC2)cn1)C(C)C
(13) Cc1ccc(NC(=O)CSc2nc(O)c(Cc3ccccc3)c(=O)n2-c2ccccc2)cc1
(14) O=C(O)/C=C/c1ccc(S(=O)(=O)Nc2ccc(C(=O)NCC(=O)O)cc2)cc1
(15) S=C1NCN(Cc2ccco2)CN1

entry no.	11	12	13	14	15
D2 potentiator	0	9	1	7	1
D1 antag	-6	-5	8	-4	1
D1 agonist	2	0	-1	4	2
D2 agonist	0.1	-0.3	-3.4	0.0	0.0
TRHR enhancer	-8	-4	3	1	41*
D1 potentiator	-8	-4	-8	-10	-2
RXFP1 antag	5	4	-23	-5	6
D2 antagonist	5	-7	-2	-3	7
TRHR ag	-0.6	-0.4	-0.1	-0.2	-0.2

(16) Cc1ccccc1CNC(=O)c1ccccc1C(=O)O
(17) C=CCNC(=O)c1ccc(C)cc1Cl
(18) N#CC/C(N)=N/Nc1nc2ccccc2nc1Cc1ccccc1
(19) Cc1ccc(-n2nc(CO)c(C(=O)NCCCCc3ccccc3)n2)cc1C
(20) Cc1cc(C)n2cnnc2n1

entry no.	16	17	18	19	20
D2 potentiator	-1	7	14	2	2
D1 antag	-2	6	-10	-6	-11
D1 agonist	0	0	3	28	5
D2 agonist	0.7	0.7	-1.2	3.2	0.8
TRHR enhancer	10	-5	-2	2	-3
D1 potentiator	-4	-2	-8	-2	-2
RXFP1 antag	-13	17	-10	-20	-12
D2 antagonist	11	6	7	.	-14
TRHR ag	0.6	0.4	-1.3	9.1	0.7

(21) O=c1c2ccccc2oc2ccc(Oc3ccccc3)cc12
(22) CCOC(=O)CC1C(=O)NCCN1C(=O)c1ccc(F)cc1F (stereo not drawn)
(23) CN(C)C(=O)c1ccc(-c2cc(C(F)(F)F)nn2C)s1
(24) CCOc1ccccc1NC(=O)CCNS(=O)(=O)c1ccc(NC(C)=O)cc1
(25) CCn1c(CCNC(=O)c2ccc(C)cc2)n[nH]c1=S

entry no.	21	22	23	24	25
D2 potentiator	4	.	0	1	-5
D1 antag	29	7	2	-10	9
D1 agonist	10	4	2	0	2
D2 agonist	1.3	.	-0.3	0.2	0.3
TRHR enhancer	-8	16	-5	3	-1
D1 potentiator	1	0	-2	2	-4
RXFP1 antag	.	7	-4	8	.
D2 antagonist	-19	.	0	-20	7
TRHR ag	0.3	2.1	0.4	0.5	0.2

# Complete entries as entered above:
# CCn1c(CCNC(=O)c2ccc(C)cc2)n[nH]c1=S as listed: D2 potentiator = -5; D1 antag = 9; D1 agonist = 2; D2 agonist = 0.3; TRHR enhancer = -1; D1 potentiator = -4; RXFP1 antag = .; D2 antagonist = 7; TRHR ag = 0.2
# CN(C)C(=O)c1ccc(-c2cc(C(F)(F)F)nn2C)s1 as listed: D2 potentiator = 0; D1 antag = 2; D1 agonist = 2; D2 agonist = -0.3; TRHR enhancer = -5; D1 potentiator = -2; RXFP1 antag = -4; D2 antagonist = 0; TRHR ag = 0.4
# O=c1c2ccccc2oc2ccc(Oc3ccccc3)cc12 as listed: D2 potentiator = 4; D1 antag = 29; D1 agonist = 10; D2 agonist = 1.3; TRHR enhancer = -8; D1 potentiator = 1; RXFP1 antag = .; D2 antagonist = -19; TRHR ag = 0.3

# Further records
(26) Cc1ccc(C(=O)NC(=S)NCCN2CCOCC2)cc1
(27) N#CC1(c2ccccc2)CCCN1C(=O)c1ccco1 (stereo not drawn)
(28) CCOC(=O)CNC(=O)N1CCc2ccc(NC(=O)c3ccccc3Cl)cc2C1
(29) Cc1ccc(/C=C/C(=O)OCC(=O)NC(C)c2ccccc2)o1 (stereo not drawn)
(30) Cn1nnnc1SCCCNCc1ccccc1OCc1ccc(F)cc1

entry no.	26	27	28	29	30
D2 potentiator	-1	4	9	-9	-32
D1 antag	-19	-4	6	6	5
D1 agonist	1	0	-1	0	11
D2 agonist	-1.0	0.3	0.0	-0.1	-0.7
TRHR enhancer	-5	3	6	12	-5
D1 potentiator	-5	-1	0	-1	-1
RXFP1 antag	15	0	-3	9	0
D2 antagonist	5	-3	-12	7	.
TRHR ag	0.0	0.4	-0.3	-1.7	0.5

(31) Cc1ccsc1C(=O)N(CC(C)C)c1c(N)n(Cc2ccccc2)c(=O)[nH]c1=O
(32) Oc1c(C(Nc2ccccn2)c2ccccc2F)ccc2cccnc12 (stereo not drawn)
(33) CCn1c(/C=N/n2cnnc2)nc2ccccc21
(34) COC(=O)Cc1[nH]n(-c2nc3ccccc3s2)c(=O)c1C(C)=O
(35) COc1ccc(OC)c(S(=O)(=O)N(C)CC(=O)Nc2ccc3c(c2)OCCO3)c1

entry no.	31	32	33	34	35
D2 potentiator	2	16	7	-16	-9
D1 antag	9	37	13	.	-19
D1 agonist	0	6	1	-2	2
D2 agonist	0.7	-0.5	.	0.0	-0.8
TRHR enhancer	0	7	-5	5	-3
D1 potentiator	-1	-1	-1	0	-4
RXFP1 antag	-1	-1	6	-16	-18
D2 antagonist	-4	.	.	11	19
TRHR ag	-0.1	0.4	0.5	1.1	-0.6

(36) Cc1onc(-c2c(Cl)cccc2Cl)c1C(=O)c1c[nH]c(C(=O)NCCCN2CCOCC2)c1
(37) COc1ccc2c(c1)c(CC(=O)Nc1cccc(S(N)(=O)=O)c1)c(C)n2C(=O)c1ccc(Cl)cc1
(38) CC(Oc1ccc2c3c(c(=O)oc2c1)CCC3)C(=O)NCc1ccccn1 (stereo not drawn)
(39) Cc1csc(NC(=O)C2C3C=CC(C3)C2C(=O)O)n1 (stereo not drawn)
(40) O=C(COC(=O)CN=C1NS(=O)(=O)c2ccccc21)Nc1ccccc1OC(F)F

entry no.	36	37	38	39	40
D2 potentiator	-2	15	-7	-17	-4
D1 antag	-18	-3	3	-3	10
D1 agonist	4	7	3	1	3
D2 agonist	0.6	0.1	-2.5	0.1	-0.3
TRHR enhancer	3	2	-2	13	4
D1 potentiator	-1	-5	-1	4	-6
RXFP1 antag	-2	-21	11	2	-11
D2 antagonist	-4	-4	-1	-20	8
TRHR ag	-0.2	0.5	-0.6	-1.0	0.4

(41) COc1ccc(OC)c(/C=N/NC(=O)c2cc[n+](Cc3ccccc3)cc2)c1
(42) CCc1nnc(NC(=O)Nc2ccc(OC)cc2)s1
(43) CC1(NC(=O)CCc2ccccc2)CCN(CCCc2ccccc2)C1=O (stereo not drawn)
(44) CCOC(=O)c1cnc(-n2nc(C)cc2C)[nH]c1=O
(45) COc1ccc(/C=C/c2nnc(NC(=O)C(C)(C)C)s2)cc1

entry no.	41	42	43	44	45
D2 potentiator	-21	23	1	23	10
D1 antag	-14	-5	.	0	21
D1 agonist	3	1	-5	1	0
D2 agonist	-0.7	-2.5	0.0	0.0	-0.2
TRHR enhancer	2	9	-5	0	1
D1 potentiator	-7	-1	-1	7	26
RXFP1 antag	4	-12	.	2	-1
D2 antagonist	-2	7	0	-3	-13
TRHR ag	0.2	0.4	0.1	0.1	-0.6

(46) CCCn1cnc2c(sc3nc4c(cc32)CSC(C)(C)C4)c1=O
(47) Cc1ccc(SCC2CNc3nc4ccccc4c(=O)n32)c(C)c1 (stereo not drawn)
(48) O=C(CN1C(=O)C2CC=CCC2C1=O)N1CCN(c2ccc([N+](=O)[O-])cc2)CC1 (stereo not drawn)
(49) CC(=NCc1cccc(Cl)c1)c1nc(-c2ccco2)oc1O

entry no.	46	47	48	49
D2 potentiator	-11	10	7	-2
D1 antag	-41*	10	-10	-11
D1 agonist	3	-1	10	6
D2 agonist	0.4	0.2	-0.8	2.0
TRHR enhancer	3	-7	-3	-4
D1 potentiator	-4	1	-4	-1
RXFP1 antag	-12	-4	-15	12
D2 antagonist	-14	-1	3	-3
TRHR ag	0.4	0.3	-0.3	-0.8

# Records listed so far shown as hits in RXFP1 antag.
item | Structure | D2 potentiator | D1 antag | D1 agonist | TRHR enhancer | D1 potentiator | RXFP1 antag | D2 antagonist | TRHR ag
3 | CN(C(=O)c1cc(S(=O)(=O)N2CCc3ccccc32)cn1C)C1CCCCC1 | 12 | -54* | 3 | 0 | 1 | -103* | 24 | 0.0

# Bioassay records: PubChem, National Center for Advancing Translational Sciences (NCATS)

# Compounds were not picked by outcome, and some 7.1% of all compounds hit somewhere here.
